From PubChem
Vif-A3G inh = blocks the Vif interaction with human APOBEC3G; HeLa A3G-eYFP + Vif (tagged APOBEC3G with the HIV-1 protein that degrades it), YFP fluorescence, overnight; Potency, µM (series often up to 46.1 µM), without a hit: at the top dose activity, negative = active, usual class: inhibitors; 0.076% of 410,000 active; AID 602310;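 further: potency means the concentration at half of the fitted maximal effect; on the % scale 0 is the no-effect control and ±100 the full control effect; nearly all actives have a fitted effect of over 60% in size; hits raise eYFP signal because A3G escapes Vif-driven loss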
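HeLa cells stably expressing Vif and C-terminally eYFP-tagged A3G, seeded overnight at 37 deg C, then exposed to compound by pintool overnight at 37 deg C. Rise in yellow fluorescence (Ex 488/Em 500-530, Acumen) marks blocked Vif-driven A3G degradation.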
RXFP1 antag = blocks the human relaxin receptor RXFP1; Q9HBX9; activity change, negative = inhibition, % at 57.5 µM; 0.59% of 350,000 active; HEK293-RXFP1, relaxin-stimulated cAMP HTRF, 30 min; stronger effect = lower value;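 active means activity change of -60% or lower, but not beyond a set lower limit; inconclusive means change between -60% and -40%, or beyond the set limit; inactive means change above -40%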; further: on the % scale 0 is the no-effect control and ±100 the full control effect
Target sequence (Q9HBX9 whole entry, looked up): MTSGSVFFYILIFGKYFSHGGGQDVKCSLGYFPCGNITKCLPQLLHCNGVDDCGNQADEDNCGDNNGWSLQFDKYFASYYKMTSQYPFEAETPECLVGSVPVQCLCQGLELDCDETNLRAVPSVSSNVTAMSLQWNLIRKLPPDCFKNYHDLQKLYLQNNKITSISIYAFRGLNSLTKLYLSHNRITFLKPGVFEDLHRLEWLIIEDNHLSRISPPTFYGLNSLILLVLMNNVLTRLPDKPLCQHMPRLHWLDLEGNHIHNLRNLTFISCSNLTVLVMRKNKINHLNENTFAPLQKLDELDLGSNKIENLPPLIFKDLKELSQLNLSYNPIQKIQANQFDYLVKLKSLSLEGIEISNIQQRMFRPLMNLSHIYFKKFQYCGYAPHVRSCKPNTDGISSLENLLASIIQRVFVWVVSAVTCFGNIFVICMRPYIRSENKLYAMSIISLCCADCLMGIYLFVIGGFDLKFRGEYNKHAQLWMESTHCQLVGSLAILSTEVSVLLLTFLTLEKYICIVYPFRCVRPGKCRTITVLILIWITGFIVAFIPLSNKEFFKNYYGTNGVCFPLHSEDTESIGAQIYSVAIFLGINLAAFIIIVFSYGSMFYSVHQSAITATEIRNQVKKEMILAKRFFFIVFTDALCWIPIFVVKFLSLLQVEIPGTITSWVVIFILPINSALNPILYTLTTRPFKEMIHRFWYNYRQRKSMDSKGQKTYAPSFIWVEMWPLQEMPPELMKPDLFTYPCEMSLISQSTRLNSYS
Glioma ERSR ind = induces the endoplasmic reticulum stress response in human glioma cells | U87-MG GRP78 promoter luciferase reporter, 16 h | 0.02% of 420,000 active | Potency, µM, for the others: at the top dose activation, hits mostly activators | AID 602332; further: potency means the concentration at half of the fitted maximal effect; series mostly up to about 76 µM; % of control where 0% means no effect; nearly all actives have a fitted effect of over 35% in size
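Stably transfected U87-MG human glioma cells carrying a GRP78-based luminescent sensor were seeded at 1000 cells/well, pin-dosed with compounds and incubated 16 h. Luciferase reagent was then added, and end-point luminescence was read after 10 min at room temperature.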
D1 potentiator = enhances dopamine response at the human D1 receptor. HEK293 TREx D1 cells, calcium flux, dopamine EC20 potentiation. potentiation, % at 10 µM. 0.036% of 360,000 active; in the data active means potentiation above about 30%; further: 0% is about no effect
D1 agonist = human D1 receptor agonism | P21728 | HEK293 T-REx D1 cells, calcium flux, agonist mode | activation, % at 2 µM | 1% of 360,000 active; in the data active means activation above about 30%; further: 0% is about no effect
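Inducible HEK293 T-REx D1 cells, force-coupled to calcium signalling, were plated at 4000 cells/well with tetracycline and held overnight at 30 C. After no-wash calcium dye loading, compound-evoked calcium rise over 180 s flagged agonists.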
RXFP1 agonist = agonists of human relaxin receptor RXFP1; Q9HBX9; HEK293T-RXFP1 cAMP TR-FRET, 30 min; response scale: percent of porcine relaxin response, buffer zero; Potency, µM (doses to about 57.5 µM), inactives show at the top dose activation, most hits filed as activators; 0.3% of 370,000 active; further: potency means the concentration at half of the fitted maximal effect; on the % scale 0 is the no-effect control and ±100 the full control effect; nearly all actives have a fitted effect of over 60% in size; many of its hits are not listed in these tables
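Agonist response is measured as cAMP accumulation in an RXFP1-transfected HEK293T line under PDE4 inhibition. Values are scaled between buffer-only and 29 nM porcine relaxin, and EC50s come from standard Hill equation fits.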
D1 antag = antagonists of human D1 dopamine receptor | P21728 | HEK293 TREx D1 cells, calcium flux, dopamine EC80; stronger effect = lower value | activity change, negative = inhibition, % at 10 µM | 3.2% of 360,000 active | AID 504652; in the data active means activity change below about -30%; further: on the % scale 0 is the no-effect control and ±100 the full control effect
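Inducible Hek293 Trex D1 cells (tetracycline, overnight, 30 C). Calcium dye 30–90 min RT. Antagonist mode: EC80 dopamine added after 180 s compound read.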
D2 potentiator = positive allosteric modulators of human D2 dopamine receptor. P14416. HEK293 T-REx D2, calcium flux, EC20 dopamine potentiation. potentiation, % at 10 µM. 0.34% of 340,000 active;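 active means potentiation over 3 SD above the plate norm, cut at about 30% in these data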; further: 0% is about no effect
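Calcium flux readout, no-wash dye, 1 read/s. Inducible HEK293 Trex D2 line, overnight 30 C. Compound alone 180 s (agonist flags), then EC20 dopamine, another 180 s to score potentiation.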
Vif-A3F inh = inhibitors of Vif-A3F interaction. HeLa A3F-eYFP + Vif (tagged APOBEC3F with the HIV-1 protein that degrades it), YFP fluorescence increase. AID 602313. 0.2% of 390,000 active. Potency, µM (top dose mostly 46.1 µM), for inactives: top-dose activity, negative = active; further: potency means the concentration at half of the fitted maximal effect; % of control where 0% means no effect; nearly all actives have a fitted effect of over 65% in size
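HeLa cells stably expressing A3F-eYFP plus Vif, plated and incubated overnight at 37 deg C, then exposed to compounds overnight at 37 deg C. Blocked degradation read as raised yellow fluorescence (Ex 488/Em 500-530).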
Active calls of the source: *; ? = inconclusive; · = not tested or not shown; & = joins results of further samples. Unless noted, the call rests on the fitted dose curve; in most records, active means well fitted curve in the direction sought with a large enough effect; inconclusive means small, poorly fitted or top-dose-only effect, or another doubt; inactive means no such curve, though single readings can be large; an effect the other way counts as inactive or inconclusive. A portion of the library, so the mix of outcomes need not match the whole.

Values run as follows: Vif-A3G inh, RXFP1 antag, Glioma ERSR ind, D1 potentiator, D1 agonist, RXFP1 agonist, D1 antag, D2 potentiator, Vif-A3F inh
[1] CCC(CC)c1nc(C#N)c(NC(C)c2ccccc2)o1 (stereo not given)
  1%, 4, -4%, -3, 6, 1.8%, -14, -1, 2%
[2] C[C@@H]1CN([C@@H](C)CO)C(=O)CCCn2nncc2CO[C@@H]1CN(C)C(=O)OCc1ccccc1
  4%, -4, -3%, ·, ·, ·, ·, ·, -6%
[3] COc1ccc(S(=O)(=O)N(C)CC(=O)NCCC2=CCCCC2)cc1C
  4%, -1, -2%, 2, 2, 0.8%, -4, 0, -4%
[4] Cn1cc(/C=N\O)nc2c(=O)n(-c3ccccc3)c(=O)nc1-2
  -7%, 0, -5%, 11, 5, 0.1%, 1, 7, ?
[5] O=C(NCCNC1CCCCC1)c1ccco1
  4%, -7, -5%, -3, 0, -2.6%, 0, 8, -16%
[6] COc1cc2cc(CN(C(=O)NC3CCCCC3)C3CCCC3)c(=O)[nH]c2cc1OC
  1%, -6, -2%, -4, 2, 3.4%, 2, 18, 0%
[7] COc1ccc(-c2[nH]ncc2CN2CCN(C(=O)c3cccs3)CC2)c(F)c1
  1%, -4, -5%, 6, 1, ?, -19, 2, -4%
[8] O=C(Cn1nnc2ccccc2c1=O)N1CCCc2ccccc21
  3%, 2, -7%, -3, 1, 1.0%, 24, -3, 0%
[9] Cc1ccc(S(=O)(=O)N2CCCC2C(=O)OCc2nc3sc(C)c(C)c3c(=O)[nH]2)cc1 (stereo not given)
  -2%, -8, -3%, -13, 0, 1.6%, -1, 5, -3%
[10] CCc1ccc(C(=O)CN2C(=O)NC3(CCc4ccccc43)C2=O)cc1 (stereo not given)
  0%, -3, 0%, -4, 1, -0.1%, -20, 15, 0%
[11] Cc1cc(C(=O)COC(=O)C2=NN(c3ccccc3)C(=O)CC2)c(C)n1CC(F)(F)F
  0%, -5, -3%, 0, 3, -1.0%, -18, 10, 13%
[12] C/C(=N\NC(=O)c1ccc2c(c1)OCCO2)c1ccccc1
  0%, 0, -16%, 1, 3, 0.0%, -13, -6, ?
[13] Cc1c(NC2(c3nnnn3-c3ccc(Br)cc3)CCCCC2)c(=O)n(-c2ccccc2)n1C
  -7%, 10, -4%, 0, 3, 0.5%, 12, -1, 1%
[14] Cc1cc(C)c(NC(=O)c2ccc3nccnc3c2)c(C)c1
  3%, 13, -1%, -4, 2, 1.7%, 9, -6, 2%
[15] CC(OC(=O)CNS(=O)(=O)c1ccc(C#N)cc1)C(=O)Nc1ccc(Cl)cn1 (stereo not given)
  3%, -21, -4%, 3, 3, 2.0%, 15, 8, 2%
[16] O=C(NC1=NCCS1)c1cc(-c2ccc(-c3ccccc3)cc2)nc2ccccc12
  -3%, -11, ?, -3, 7, 0.9%, 5, 12, -2%
[17] CCOC(=O)n1c(=O)oc2ccc(Cl)cc21
  0%, 7, 4%, -17, 0, 0.8%, -7, 5, ·
[18] COc1ccc(C(=O)NCC(=O)NCC(=O)OCC(=O)c2ccc(Br)cc2)cc1
  0%, -13, -6%, -2, 0, 1.8%, -10, 0, -34%
[19] O=C(NCc1ccco1)C(c1ccccc1)N(C(=O)Cc1cccs1)c1ccccc1F (stereo not given)
  -3%, -6, -5%, 2, 14, 1.8%, -5, 16, ·
[20] O=C(COC(=O)c1cccc(S(=O)(=O)N2CCOCC2)c1)Nc1nc(-c2ccccc2Cl)cs1
  0%, -2, -2%, -9, 7, -0.6%, -12, ·, 3%
[21] CCOC(=O)c1ccccc1NC(=O)/C=C/C(=O)O
  -1%, -10, -4%, 0, 2, 6.3%, -13, -5, -8%
[22] COc1cccc(CNC(=O)c2cc3c(=O)n(C)c4ccccc4c3n2C)c1
  -8%, ·, -1%, -1, 1, ?, -1, -2, -7%
[23] Cc1ccc(CSCC2Nc3ccc(C(=O)N4CCN(c5ccc(F)cc5)CC4)cc3NC2=O)cc1 (stereo not given)
  -16%, -18, -1%, -4, 3, 6.7%, -5, -2, ?
[24] COc1cccc(CN2CC(C(=O)NCc3cccc(N4CCCC4)c3)CCC2=O)c1 (stereo not given)
  -2%, 1, 1%, 3, 0, 1.8%, 5, 1, -1%
[25] Cc1ccc(C#CC(C)(O)C(C)(C)C)cn1 (stereo not given)
  6%, 6, -7%, 0, 2, 4.3%, 15, -5, -4%
[26] COc1ccc(NC(=O)COc2ccccc2)c(OC)c1
  1%, 2, 4%, 5, 2, 1.5%, 9, 6, ·
[27] Cc1ccc2c(c1)[C@@H](O)C[C@@H](C)N2N=O
  0%, -12, -2%, 6, 1, 0.7%, 7, 8, -6%
[28] Cc1ccccc1N1CCN(Cc2cc3c(cc2[N+](=O)[O-])OCO3)CC1
  1%, -10, 2%, 3, 3, -2.3%, -13, 0, 0%
[29] COc1ccc(C(=O)NN2CCOCC2)cc1
  0%, 4, -1%, -2, 1, -1.5%, 9, 5, -4%
[30] CCc1ccc(NC(=O)C2CCCN(S(=O)(=O)c3cccc4nonc34)C2)cc1 (stereo not given)
  -1%, ·, 2%, -1, 3, 1.1%, 6, 7, -7%
[31] Cc1nnc2sc(SCC(=O)N3CCC(C)CC3)nn2c1=O
  6%, 8, 1%, -1, 1, ?, -28, 5, -1%
[32] COc1cccc(N2CCN(C3CCCC(C)C3)CC2)c1 (stereo not given)
  1%, 6, 1%, -7, 0, -0.6%, -2, -17, 0%
[33] Cc1nc(C)c(N)c(=O)[nH]1
  2%, -5, 2%, -6, 3, -1.0%, 0, 2, 7%
[34] O=C1NC(Cc2ccc(O)cc2)c2nc3ccc(Br)cc3c(=O)n2-c2ncccc21 (stereo not given)
  -16%, 5, -6%, ·, ·, ·, ·, ·, 0%
[35] CCn1c(C2CC(=O)N(c3cc(C)cc(C)c3)C2)nc2ccccc21 (stereo not given)
  -5%, 6, -6%, -7, 6, 2.8%, -5, -9, 6%
[36] Cc1oc(C(N)=O)nc1-c1ccccc1
  -5%, -4, 0%, 2, 2, 2.1%, -9, 5, 4%
[37] Cn1c(=O)[nH]c(=O)c2c1nc(SCc1ccccc1Cl)n2CC(N)=O
  ·, ·, ·, -7, -2, -0.2%, 15, -9, ·
[38] COc1ccc(NC(=O)CCSc2ccc3ccccc3n2)cc1
  -12%, 38, 0%, -5, 1, 4.2%, -21, -9, -11%
[39] Cc1ccc(C(=O)OCC(=O)c2cc(C)n(CC3CCCO3)c2C)cc1 (stereo not given)
  1%, -31, 1%, -1, 7, 3.5%, -5, 15, 13%
[40] N#CCCN(C(=O)CSc1nc(-c2ccccc2)cn1N)c1ccc(F)cc1
  0%, -2, -3%, -1, -1, -1.5%, ·, -2, 5%
[41] CCC(CC)NC(=O)c1cccc(Br)c1
  -3%, 0, -3%, 1, 1, -0.4%, -2, -2, -16%
[42] CCCCN(C(=O)CC1CCCC1)c1c(N)n(CCC)c(=O)[nH]c1=O
  2%, -13, 0%, -2, 1, 1.7%, 2, 20, -19%
[43] O=C(c1cn(-c2ccccc2)nc1-c1cc2ccccc2oc1=O)N1CCOCC1
  3%, 6, -8%, -1, 1, 5.6%, -11, -10, -9%
[44] Cc1ccc(C(=O)CSc2nnc(C(C)C)n2C)cc1C
  -4%, 1, 11%, 7, 3, 0.0%, 10, -15, ?
[45] COc1ccc(-c2cc(C(=O)Nc3ccccc3O)c3ccccc3n2)cc1
  -29%, ?, ?, ·, ·, ·, ·, ·, 14%
[46] COc1cccc(NC(=O)c2ccc3nc(CCc4ccccc4)oc3c2)c1
  4%, -33, 0%, -1, 9, 0.6%, 5, 15, -2%
[47] Cc1ccc(NC(=O)c2ccc(CSc3nnnn3C)cc2)cc1
  7%, -12, 0%, -3, 0, -0.6%, 2, -15, 0%
[48] C[C@H](CO)N1C[C@H](C)[C@H](CN(C)C(=O)c2ccncc2)OCc2ccccc2-c2c(n(C)c3ccccc23)C1=O
  -2%, 4, -2%, ·, ·, ·, ·, ·, 0%
[49] O=C(COc1ccc2c(-c3ccccc3)cc(=O)oc2c1)N[C@H](Cc1c[nH]c2ccccc12)C(=O)O
  2%, ·, -1%, 0, 2, 1.7%, 0, 25, -7%
[50] CCOC(=O)C1=CC[C@H]2c3c(c4ccccc4n3C)C(=O)C1N2C
  -2%, ·, -5%, -1, 0, 1.2%, ·, -2, 0%
[51] Cc1ccc(OCc2nnc(SCC(=O)O)n2N)cc1
  -5%, -11, -3%, 2, 3, 0.7%, -10, -3, -5%
[52] NC(N)=NS(=O)(=O)c1ccc(NC(=S)NC(=O)/C=C/c2ccc(F)cc2)cc1
  0%, 5, -3%, -2, 6, 4.4%, 2, 8, -17%
[53] NC(=O)c1cc2cc(Cl)ccc2oc1=O
  -1%, -13, -4%, 2, 0, 1.9%, -7, 5, -2%
[54] CCCCC(=O)NCCNc1nc2c(c(=O)n(C)c(=O)n2C)n1Cc1ccc(F)cc1
  1%, 4, -2%, -4, 1, 1.5%, 3, 10, -8%
[55] CCN(CC)CCOCCOC(=O)C1(c2ccccc2)CCCC1
  2%, -5, -4%&-1%&-3%&-5%&-3%&-5%, ·, ·, ·, ·, ·, -4%
[56] Fc1ccccc1Nc1nc(NCc2ccco2)nc(N2CCOCC2)n1
  -9%, -12, -4%, -1, -1, 1.6%, -2, 4, -30%
[57] CN(C)C(=O)COC(=O)c1cccc(S(=O)(=O)N2CC3(C)CC2CC(C)(C)C3)c1 (stereo not given)
  -5%, 9, -3%, ·, -1, -0.8%, 3, 4, 2%
